# High-throughput results as filed in PubChem.
# DAGLB inh: diacylglycerol lipase beta (human) inhibition; inhibition, % at 5.17 µM; Q8NCG7; HEK293T DAGLB membrane lysate, EnzChek fluorogenic substrate; AID 504411; hit rate 0.059% among 340,000; in the data active means inhibition above about 34%;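 further: 0% = enzyme with vehicle and 100% = wells lacking enzyme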
# RTF Ca sens act: increases calcium sensitivity of human cardiac regulated thin filaments | activation, % at 7.2 µM | AID 493008 | hit rate 0.24% among 340,000 | P19429+P45379 | IANBD-labeled TnC RTF fluorescence at EC20 calcium; 0% EC20 calcium, 100% full calcium;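 active means activation above the mean over all tested compounds plus 3 SD, cut at about 30% in these data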;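 further: rise in fluorescence read as greater calcium sensitivity of cardiac thin filaments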
# SR-BI uptake up: SR-BI HDL lipid transfer activation | activation, % at 12.5 µM | hit rate 0.096% among 320,000 | CHO ldlA[mSR-BI] cells, DiI-HDL uptake fluorescence, 3 h; 100 = double the neutral-control signal;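 active means mean replicate activation of at least 60% and every replicate at or above 60%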;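 further: 0% = median plate neutral-control signal and 100% = twice that signal; values of inactives mirror those of a sister screen read the other way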
#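 system = CHO ldlA[mSR-BI] cells, LDL receptor-null, SR-BI overexpressing | medium = Ham's F12 with 0.5% BSA, HEPES 25 mM, pH 7.4 | probe or stimulus = DiI-HDL 10 µg/mL | compound dosing = single-point compound dose | incubation = compound exposure 3 h, 37 °C | technique = DiI fluorescence, bottom read | read-out = cell-associated DiI fluorescence as measure of HDL uptake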
# RTF Ca sens inh: cardiac RTF calcium desensitization | P19429+P45379 | IANBD-labeled cardiac RTF, Ca2+ fluorescence | hit rate 0.12% among 340,000 | inhibition, % at 7.15 µM;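 active means inhibition above the mean inhibition of all tested compounds plus 3 SD, cut at about 17% in these data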;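 further: assay run at fixed EC70 calcium of 1.6 mM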
# CAL PDZ FP-1: blocks peptide binding to human CAL PDZ domain; purified CAL PDZ, TMR-peptide fluorescence polarization, 1 h; inhibition, % at 20 µM; hit rate 0.02% among 330,000; AID 504414;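 active means highest replicate inhibition of at least 40%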;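 further: plate controls were DMSO neutral control wells for no effect and unlabeled competitor peptide control wells for full effect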
#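 System: purified tagged CAL PDZ domain construct (CerCALP). Schedule: 1 h incubation at room temperature before polarization reading. Medium: 25 mM sodium phosphate pH 7.4, 150 mM NaCl, TCEP, IgG, Thesit. Read-out: percent inhibition from loss of millipolarization. Measured by: FP readout, S and P plane fluorescence. Probe or stimulus: fluorescent TMR peptide probe.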
# CAL PDZ FP-2: inhibitors of human CAL PDZ peptide binding; hit rate 0.92% among 300,000; inhibition, % at 24.9 µM; Q9HD26; AID 602252; purified CAL PDZ, TMR-peptide fluorescence polarization, 1 h;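 active means mean inhibition of at least 30% with at least half of replicates also reaching 30%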;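 further: 0% = DMSO neutral control and 100% = excess unlabeled competitor peptide PRC23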
# C-LANA FP: inhibitors of KSHV LANA C-terminal domain DNA binding | MBP-C-LANA/FAM-LBS DNA binding, fluorescence polarization | inhibition, % at 9 µM | hit rate 0.078% among 340,000 | AID 504423;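 active means highest replicate inhibition at or above 60% at 9 µM, even if other replicates fall short; inactive means all replicates below 60% inhibition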;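 further: 0% = neutral control wells and 100% = 4 µM acridine orange control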
# PKA-R2B act: activators of human PKA-R2B complex; hit rate 0.079% among 340,000; activation, % at 11.4 µM; PKA-R2B holoenzyme dissociation, Cy5-IP20 fluorescence polarization; R2B truncated from residue 108, S112A mutant; 0% DMSO only, 100% 113 µM cGMP; AID 504700; P22694+P31323;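 active means activation above a cutoff set at the mean over all compounds plus 3 SD, cut at about 18% in these data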;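 further: higher means more holoenzyme dissociation and a rise in polarization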
# Target sequence (P31323 whole entry, looked up, other chains not shown, the tested form may be a part): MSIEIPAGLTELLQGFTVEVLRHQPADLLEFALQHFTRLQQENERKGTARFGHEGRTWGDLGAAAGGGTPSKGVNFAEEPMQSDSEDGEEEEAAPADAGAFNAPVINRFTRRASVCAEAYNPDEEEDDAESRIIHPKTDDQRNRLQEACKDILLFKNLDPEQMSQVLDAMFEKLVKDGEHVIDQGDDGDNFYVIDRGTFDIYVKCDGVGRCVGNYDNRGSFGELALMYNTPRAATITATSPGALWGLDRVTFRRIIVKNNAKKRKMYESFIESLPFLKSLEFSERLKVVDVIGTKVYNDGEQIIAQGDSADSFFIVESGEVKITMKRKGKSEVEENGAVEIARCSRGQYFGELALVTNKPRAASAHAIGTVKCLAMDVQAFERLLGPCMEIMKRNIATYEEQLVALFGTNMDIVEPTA
# Keap1-Nrf2 PPI: disrupts human Keap1 binding to Nrf2 peptide. inhibition, % at 9.4 µM. hit rate 0.15% among 340,000. AID 504523. Keap1 Kelch-Nrf2 peptide fluorescence polarization, 1536-well. Q14145; in the data active means inhibition above about 12%;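 further: human Keap1 Kelch domain with fluorescein labeled Nrf2 9mer peptide probe; 0% = neutral control wells and 100% = peptide positive control; higher means more block of Keap1 binding to Nrf2 peptide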
# Target sequence (Q14145 whole entry, looked up, the tested form may be a part): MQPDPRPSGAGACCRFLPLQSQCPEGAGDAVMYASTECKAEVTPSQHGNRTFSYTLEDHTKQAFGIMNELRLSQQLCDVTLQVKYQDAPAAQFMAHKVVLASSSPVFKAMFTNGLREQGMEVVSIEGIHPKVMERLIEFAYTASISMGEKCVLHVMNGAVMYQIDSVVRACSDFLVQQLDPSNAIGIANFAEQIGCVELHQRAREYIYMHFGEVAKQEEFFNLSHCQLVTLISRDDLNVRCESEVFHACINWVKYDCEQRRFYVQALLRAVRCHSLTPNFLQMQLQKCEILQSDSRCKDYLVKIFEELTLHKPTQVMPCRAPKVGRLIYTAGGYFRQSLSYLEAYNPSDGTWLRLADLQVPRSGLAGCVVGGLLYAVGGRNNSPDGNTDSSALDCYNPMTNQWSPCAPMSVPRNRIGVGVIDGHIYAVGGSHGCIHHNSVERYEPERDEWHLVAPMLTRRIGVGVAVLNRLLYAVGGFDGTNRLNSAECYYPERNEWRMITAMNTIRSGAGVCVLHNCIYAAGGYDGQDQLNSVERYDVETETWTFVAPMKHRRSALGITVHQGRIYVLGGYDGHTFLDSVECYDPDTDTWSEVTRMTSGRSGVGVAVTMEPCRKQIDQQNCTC
# Rtt109 HAT inh: C. albicans Rtt109 histone acetyltransferase inhibition; inhibition, % at 34.9 µM; hit rate 0.16% among 330,000; purified Rtt109/Vps75, ThioGlo CoA-SH fluorescence, 4 h; Q5AAJ8;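 active means inhibition of at least 50% in every replicate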
# Numbers without * were called inactive; . = no result given.
# Start of the data: the first 4 records, to show the layout:
[1] O=C(O)c1cccc([N+](=O)[O-])c1C(=O)Nc1cccc2ccccc12
[2] COc1ccc(NC(=S)N(CCN(C)C)C(C)c2ccncc2)cc1Cl (stereo not given)
[3] COc1ccc(CNC(=O)c2cncc(Br)c2)cc1
[4] NS(=O)(=O)c1ccc(CCNC(=O)c2ccc3c(c2)OCCO3)cc1
compound no.	1	2	3	4
DAGLB inh	0	4	-1	1
RTF Ca sens act	18	-2	5	7
SR-BI uptake up	-2	.	1	4
RTF Ca sens inh	-7	-8	-3	-6
CAL PDZ FP-1	1.8	-3.1	-0.4	0.5
CAL PDZ FP-2	-1	-2	-1	-7
C-LANA FP	-3.3	1.2	-0.1	1.2
PKA-R2B act	-2	5	8	-7
Keap1-Nrf2 PPI	-7	-3	0	-6
Rtt109 HAT inh	1	0	-1	8

# This part in full (from the top)
[1] O=C(O)c1cccc([N+](=O)[O-])c1C(=O)Nc1cccc2ccccc12
[2] COc1ccc(NC(=S)N(CCN(C)C)C(C)c2ccncc2)cc1Cl (stereo not given)
[3] COc1ccc(CNC(=O)c2cncc(Br)c2)cc1
[4] NS(=O)(=O)c1ccc(CCNC(=O)c2ccc3c(c2)OCCO3)cc1
[5] Fc1ccccc1CN1CCN(c2ncccn2)CC1
[6] O=C(NCc1ccco1)c1cc2nc(C3CC3)cc(C(F)(F)F)n2n1
[7] CN(Cc1cnccn1)Cc1c(C(=O)N2CCc3ccccc3C2)nc2ccc(Cl)cn12
[8] Cc1sc2ncnc(N3CCC(C(=O)Nc4nnc(CC(C)C)s4)CC3)c2c1C
compound no.	1	2	3	4	5	6	7	8
DAGLB inh	0	4	-1	1	-5	-2	0	0
RTF Ca sens act	18	-2	5	7	0	0	10	4
SR-BI uptake up	-2	.	1	4	-9	-20	21	-6
RTF Ca sens inh	-7	-8	-3	-6	-6	-2	5	-6
CAL PDZ FP-1	1.8	-3.1	-0.4	0.5	.	-1.3	-1.9	-2.3
CAL PDZ FP-2	-1	-2	-1	-7	-3	-5	-3	-4
C-LANA FP	-3.3	1.2	-0.1	1.2	0.1	0.4	1.5	0.6
PKA-R2B act	-2	5	8	-7	-1	-3	-2	-2
Keap1-Nrf2 PPI	-7	-3	0	-6	1	2	-3	1
Rtt109 HAT inh	1	0	-1	8	-9	-6	4	2

[9] CC(=O)N1CCOc2cc(S(=O)(=O)NC(C)c3ccccc3)c(Cl)cc21 (stereo not given)
[10] Cc1ccc(C(=O)NNC(=O)CSc2nnc(C3CC3)n2C)cc1
[11] Cc1cc(C)cc(Nc2cc(C)nc3nc(C)nn23)c1
[12] Cn1ccnc1SCC(=O)Nc1ccc(Br)cc1C(F)(F)F
[13] CC(=O)N1CCN(c2ccc(NC(=O)c3ccc([N+](=O)[O-])cc3Cl)cc2)CC1
[14] CCN(CC)CC1CN(N=Cc2ccc([N+](=O)[O-])o2)C(=O)O1 (stereo not given)
[15] COc1ccc(-c2cc(C(=O)Nc3cc(S(=O)(=O)N4CCOCC4)ccc3N3CCOCC3)c3ccccc3n2)cc1
[16] O=C(CCc1ccccc1)Nc1cc2c3c(c1)CCC(=O)N3CCC2
compound no.	9	10	11	12	13	14	15	16
DAGLB inh	2	-4	1	0	-4	-2	-2	-1
RTF Ca sens act	-2	4	8	-4	4	-4	6	-1
SR-BI uptake up	7	12	-13	-2	-21	12	1	-36
RTF Ca sens inh	-5	-11	2	3	-5	0	-4	-9
CAL PDZ FP-1	-0.2	-3.4	-0.6	-1.3	-0.6	0.4	-0.6	-2.4
CAL PDZ FP-2	-6	-2	1	-2	8	10	.	-4
C-LANA FP	-1.3	-0.8	2.8	0.1	0.3	0.4	0.7	0.5
PKA-R2B act	2	2	5	-13	6	5	-1	0
Keap1-Nrf2 PPI	-1	-2	-6	2	1	-2	-4	-1
Rtt109 HAT inh	22	-5	0	-15	10	-4	-15	-3

[17] Clc1ccc(OCCCn2cncn2)cc1Cl
[18] COc1ccc(N2CCN(C(=O)COc3ccc4ccccc4c3)CC2)cc1
[19] O=C(N/N=C/c1cccc(NC(=O)c2ccc(Cl)cc2)c1)c1ccc(O)cc1
[20] Cc1nc(CN2CCCCC2)cc(=O)[nH]1
[21] CCOC(=O)c1ccccc1NC(=O)COC(=O)C(CC(C)C)NC(N)=O (stereo not given)
[22] CCCC(C)NC(=O)Cc1ccc(Br)cc1 (stereo not given)
[23] Cc1cccc(CSC2=NCCN2C(=O)c2ccco2)c1
[24] COc1ccc(CN(C)C(=O)Cn2cc(C)c(=O)[nH]c2=O)cc1OC
compound no.	17	18	19	20	21	22	23	24
DAGLB inh	-3	0	2	-1	0	-3	-5	1
RTF Ca sens act	9	-1	3	1	5	6	0	9
SR-BI uptake up	1	-15	.	7	-11	-8	4	6
RTF Ca sens inh	2	11	-12	-5	-12	-12	1	-5
CAL PDZ FP-1	.	-0.1	-2.3	-2.3	1.8	-1.1	0.4	1.0
CAL PDZ FP-2	-9	1	.	-5	1	-8	.	-6
C-LANA FP	0.0	0.1	-0.5	-0.5	-1.1	-0.7	3.1	0.4
PKA-R2B act	-13	-5	0	-10	1	3	-4	-6
Keap1-Nrf2 PPI	0	-2	-3	1	0	-3	-1	-2
Rtt109 HAT inh	3	-1	-7	9	2	-21	5	-11

[25] N#Cc1ccc(COC(=O)Cn2nnc(-c3ccccc3)n2)cc1
[26] Cc1oc(C(C)(C)C)cc1C(=O)NC1CCN(Cc2ccccc2)CC1
[27] CCC(C)N(CCNC(=O)c1ccc(NC2=NC3CS(=O)(=O)CC3S2)cc1)Cc1ccco1 (stereo not given)
[28] COc1ccc(OC(C)C(=O)N(C)Cc2nc(-c3cccc(C)c3)no2)cc1 (stereo not given)
[29] O=C(NCc1ccccc1)C1CCN(S(=O)(=O)c2ccc(Cl)cc2)CC1
[30] COc1ccc(S(=O)(=O)Nc2ccccc2C(=O)N2CCCC2)cc1C
[31] Cc1cc(C(=O)CSc2cccc[n+]2[O-])c(C)n1-c1ccccc1
[32] COc1cccc(C(=O)COC(=O)C2CC(=O)N(c3ccc(Oc4ccccc4OC)cc3)C2)c1 (stereo not given)
compound no.	25	26	27	28	29	30	31	32
DAGLB inh	-5	-2	3	-2	-1	1	0	-1
RTF Ca sens act	-2	3	3	-3	3	-2	4	1
SR-BI uptake up	6	5	30	.	23	.	6	.
RTF Ca sens inh	5	-5	-6	-4	-10	1	-2	0
CAL PDZ FP-1	-2.9	-0.6	0.9	-0.9	1.0	-1.0	-1.5	-0.5
CAL PDZ FP-2	-8	-5	.	-5	2	.	-20	.
C-LANA FP	-0.8	0.4	-0.6	1.7	12	0.8	-0.2	0.6
PKA-R2B act	2	-3	10	-6	-4	1	3	-1
Keap1-Nrf2 PPI	-1	-2	0	-3	-3	0	-2	-6
Rtt109 HAT inh	-12	7	-7	12	3	6	-10	0

[33] CCN(C(=S)Nc1cccnc1)c1ccccc1
[34] C[C@@H](NC(=O)/C(C#N)=C/c1ccc(O)c(O)c1)c1ccccc1
[35] COc1ccc(Br)c2oc(S)cc(=O)c12
[36] CC12CN3CC(C)(CN(C1)C3c1ccc3c(c1)OCO3)C2O (stereo not given)
[37] Cc1ccc(OCCNS(=O)(=O)c2cccs2)cc1
[38] COc1ccc(CCNC(=O)c2ccc(CS(=O)Cc3ccc(C)cc3)o2)cc1OC (stereo not given)
[39] O=C(Nc1ccccc1)C1=C[C@@H](c2csc3ccccc23)C[C@@H](OCc2ccc(CO)cc2)O1
[40] COc1ccccc1NC(=O)CCN1CCN(C)CC1
compound no.	33	34	35	36	37	38	39	40
DAGLB inh	-1	23	-2	1	-4	3	-8	-2
RTF Ca sens act	-2	-2	4	7	4	-9	-3	0
SR-BI uptake up	20	2	-9	-2	20	-28	-26	-1
RTF Ca sens inh	10	-7	2	2	-6	0	-5	-9
CAL PDZ FP-1	-0.4	-0.6	-1.2	0.7	.	-3.3	-0.5	-1.5
CAL PDZ FP-2	5	-3	0	-2	-5	-1	-3	2
C-LANA FP	-0.6	2.0	-0.8	1.5	-0.3	-0.9	6.7	0.1
PKA-R2B act	6	9	1	-2	11	8	-6	-2
Keap1-Nrf2 PPI	-6	-1	-1	-4	-1	1	0	-3
Rtt109 HAT inh	-6	-5	12	-9	2	-2	1	-9

[41] Cc1cc(S(=O)(=O)NC(C)C)ccc1OCC(=O)Nc1ccc2c(c1)OCCO2
[42] COC1CCN(Cc2c(C(=O)N3CCc4ccccc4C3)nc3ccc(Cl)cn23)CC1
[43] O=C(O)CCSc1nnc(COc2cccc3cccnc23)n1-c1ccccc1
[44] CCCC(=O)NC(=S)Nc1cc(-c2nc3ncccc3o2)ccc1C
[45] COc1cc2c(cc1OC)CN(CC(=O)Nc1ccc(C)c(S(=O)(=O)N3CCOCC3)c1)CC2
[46] CNc1ccc(Br)cc(C(=O)/C=C/c2ccc(OC)cc2)c1=O
[47] Cc1ccnc(N2C3CCC2CC(O)(c2ccccc2)C3)n1 (stereo not given)
[48] Cn1c(=O)cc(OCC(=O)NCCC2=CCCCC2)c2ccccc21
compound no.	41	42	43	44	45	46	47	48
DAGLB inh	1	0	-1	1	1	6	1	-1
RTF Ca sens act	-3	-6	-1	13	-4	0	-1	3
SR-BI uptake up	11	3	30	.	-18	-4	10	-5
RTF Ca sens inh	-4	2	-7	-3	8	-12	-4	-2
CAL PDZ FP-1	-0.9	-1.1	-0.5	0.0	-0.7	-1.6	-3.0	-1.1
CAL PDZ FP-2	7	-2	.	.	-1	-1	-2	-2
C-LANA FP	-8.3	-1.2	-1.0	0.4	-0.1	2.8	2.1	0.7
PKA-R2B act	0	7	-1	4	4	-1	-6	1
Keap1-Nrf2 PPI	0	0	1	-2	1	-6	1	-3
Rtt109 HAT inh	4	-3	-3	-28	8	12	-3	1

[49] N#Cc1cc2cc3ccccc3nc2n2c(=O)c3ccccc3nc12
[50] CCOC(=O)C1CCN(c2nc3c(C)cccn3c(=O)c2/C=C(\C#N)S(=O)(=O)c2ccccc2)CC1
[51] CC(C)(C)c1cc(C(=O)N/N=C/c2cc3c(cc2Br)OCO3)n[nH]1
[52] Cc1nc(SCN2C(=O)c3ccccc3C2=O)n[nH]1
[53] CCOc1ccc(OCC)c(N=c2oc3c(C)ncc(CO)c3cc2C(N)=O)c1
[54] CSc1ncccc1C(=O)N1CCN(S(=O)(=O)c2cc(C)ccc2C)CC1
compound no.	49	50	51	52	53	54
DAGLB inh	-1	-5	-1	1	1	-1
RTF Ca sens act	-2	5	4	0	-1	-7
SR-BI uptake up	9	30	-77	-6	3	-3
RTF Ca sens inh	-10	-12	-4	-12	-3	-4
CAL PDZ FP-1	0.6	-1.9	-1.7	-0.5	-0.2	-1.1
CAL PDZ FP-2	9	-4	-1	-3	-2	-5
C-LANA FP	4.1	-0.9	-0.3	0.1	-3.6	1.0
PKA-R2B act	-4	-4	-6	-1	1	-3
Keap1-Nrf2 PPI	2	-2	-4	1	-2	0
Rtt109 HAT inh	-3	-3	-2	8	1	3
